M18AAP inhibitor: PfM18AAP inhibitors, malaria aminopeptidase, primary screen, biochemical, QFRET, recombinant enzyme. H-Glu-NHMec fluorogenic cleavage. inhibition, % at 7.35 µM. 1.2% of 290,000 active;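 active means inhibition above the campaign mean inhibition over all tested compounds plus 3 SD, cut at about 28% in these data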;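 further: 0% = plate median of test compound wells and 100% = 2 mM ZnCl2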
IDE cell inh: human IDE inhibitors in live cells, primary screen, fluorescence polarization, HEK cells, FAbetaB substrate | Insulin-degrading enzyme (Homo sapiens), P14735 | FAbetaB cleavage | inhibition, % at 5.59 µM | 0.41% of 320,000 active;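 active means percent inhibition above the average of all tested compounds plus 3 SD, set per screening campaign, cut at about 16% in these data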;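 further: IDE supplied by intact live HEK cells; FP after avidin binding of uncleaved biotin substrate so inhibition keeps polarization high; 0% = DMSO wells and 100% = 60 µM reference IDE inhibitor Ii1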
NS3 helicase inh: inhibitors of HCV NS3 helicase, primary screen, biochemical, Cy5 molecular beacon fluorescence. NS3 helicase DNA unwinding. inhibition, % at 10.9 µM. 0.56% of 290,000 active;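 active means inhibition above the mean of all tested compounds plus 3 SD, set per campaign, cut at about 35% in these data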;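 further: 0% = DMSO wells and 100% = thioflavine S control wells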
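test system = hepatitis C virus NS3 helicase domain fragment enzyme | reagent = annealed dual-labelled DNA beacon duplex, ATP-started | times = 1 h at 25 °C | detection = Cy5 fluorescence, 0 and 60 min reads | read-out basis = percent inhibition from t60/t0 fluorescence ratio | control set = DMSO and thioflavine S | replication = one well per compound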
UBC9 SUMO inh: inhibitors of in vitro SUMOylation cascade, primary screen, biochemical, HTRF, uHTS. HTRF SUMOylation assay, SAE1/SAE2 + UBC9. inhibition, % at 35 µM. 0.36% of 290,000 active. AID 2006, 2009; in the data active means inhibition above about 50%, passing the limit was not always enough; further: strong numbers were not always called active
Target sequence (P63279 whole entry, looked up): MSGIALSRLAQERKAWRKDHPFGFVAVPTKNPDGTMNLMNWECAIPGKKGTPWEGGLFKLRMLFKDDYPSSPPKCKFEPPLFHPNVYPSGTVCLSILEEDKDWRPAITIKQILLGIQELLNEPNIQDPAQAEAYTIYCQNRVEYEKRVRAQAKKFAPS
p-CIP stab down: p/CIP-EGFP fusion destabilizers, primary screen, fluorescence, F442A cells; Q05BA5; 16 h; decrease of EGFP signal, % at 10 µM; 0.01% of 290,000 active;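 active means EGFP signal decrease of at least 30% at 10 µM or well 3 SD below plate mean, unless failing retest; inactive means the rest, including hits failing retest or dose response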; further: some compounds called inactive have numbers as strong as hits; many of its hits are not listed in these tables
IMP-1 inhibitor: IMP-1 metallo-beta-lactamase inhibitors, primary screen, biochemical, epi-absorbance readout, Pseudomonas aeruginosa enzyme | purified IMP-1, nitrocefin hydrolysis, epi-absorbance fluorescence | metallo-beta-lactamase IMP-1 (Pseudomonas aeruginosa) | 0.45% of 290,000 active | inhibition, % at 5.6 µM;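 active means inhibition above the mean plus 3 SD of all compounds in the same screening run, cut at about 4.5% in these data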;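 further: 0% = IMP-1 with DMSO and 100% = DMSO wells lacking enzyme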
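Test system: recombinant IMP-1 enzyme, purified / Medium: HEPES buffer pH 7.1 with ZnSO4 and Brij 35 / Doses: single dose, 5.6 µM / Times: 25 °C, 15 min preincubation, 25 min reaction / Detection: Epi-absorbance via hydrolysed-nitrocefin quenching of white-plate fluorescence, 480/530 nm, EDTA stop / Evaluation: percent inhibition from optical density relative to buffer-blank wells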
FID counter: compounds displacing fluorescent DNA intercalator, primary screen, artefact control for HCV NS3 helicase inhibitor project, biochemical, FID fluorescence; DNA fluorescent intercalator displacement; inhibition, % at 7.9 µM; 0.17% of 290,000 active; AID 1845, 2009; in the data active means inhibition above about 37%;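 further: 0% = vehicle and 100% = reference compound; higher means more ethidium bromide displaced from hairpin DNA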
VIM-2 inh: VIM-2 metallo-beta-lactamase inhibitors, primary screen, biochemical, epi-absorbance readout, Pseudomonas aeruginosa enzyme; 0.89% of 290,000 active; purified VIM-2, nitrocefin hydrolysis, epi-absorbance fluorescence; AID 1527, 2009; inhibition, % at 5.6 µM;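 active means inhibition above the mean of all tested compounds plus 3 SD, cutoff set per screening run, cut at about 7.5% in these data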;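 further: red hydrolysis product quenches plate fluorescence so inhibitors raise well fluorescence; 0% = enzyme with DMSO and 100% = DMSO without enzyme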
IDE act: human IDE activators in live cells, primary screen, fluorescence polarization, HEK cells, FAbeta-B substrate; activation, % at 5.96 µM; FAbeta-B cleavage; 0% vehicle, 100% cell-free pure enzyme wells; 0.073% of 340,000 active; Insulin-degrading enzyme (Homo sapiens), P14735;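 active means activation above the mean of all tested compounds plus 3 SD, set per screening campaign, cut at about 17% in these data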
* hit, by the source's call; · = not tested or not shown. Random draw from the library; any-hit rate near 3.6%.

SMILES	M18AAP inhibitor	IDE cell inh	NS3 helicase inh	UBC9 SUMO inh	p-CIP stab down	IMP-1 inhibitor	FID counter	VIM-2 inh	IDE act
CCC(=O)Nc1ccc(C(=O)NNC(=O)c2cc([N+](=O)[O-])cc([N+](=O)[O-])c2)cc1	-2	1	-8	6	-9	-1.8	15	-3.8	-1
CC(=O)c1cccc(NC(=O)c2ccc3c(c2)CCCC3)c1	-2	-1	6	·	-17	1.5	-19	0.9	0
N#CC1(NC(=O)COC(=O)c2ccccc2SCC(=O)N2CCCC2)CCCCC1	-4	-3	1	-4	-5	-0.7	-29	-0.1	3
Cc1cc2c(cc1S(=O)(=O)CCC(=O)NC1CCCCC1C)OCC(=O)N2 (stereo unspecified)	7	1	1	6	1	-4.2	-7	-3.7	9
COc1cccc(NC(=O)COC(=O)c2c3c(nc4ccccc24)CCC(C)C3)c1 (stereo unspecified)	-10	3	-22	-24	5	-1.3	-16	-1.9	-2
Cc1nc(Nc2ccc(Cl)c(Cl)c2)sc1C(=O)Nc1ccccc1	2	7	-11	-26	0	0.0	2	0.2	1
Cn1c(=O)[nH]c(=O)c2c1nc(N/N=C/c1ccncc1)n2Cc1ccc(F)cc1	9	0	3	-4	10	-3.9	-12	-0.6	·
CCOC(=O)CCSc1nc(C)c2cc(OC)ccc2n1	6	10	3	0	10	-1.6	-9	-2.1	1
O=C(NCc1ccc(F)cc1)C1CCN(S(=O)(=O)c2ccc(Cl)cc2)CC1	-7	-2	-3	7	-15	-1.4	-24	0.0	5
CCOc1cc(CNCCSc2nnnn2C)cc(Br)c1OCc1ccc(F)cc1	0	5	-62	-19	-4	1.8	26	-1.2	0
Cc1ccc(S(=O)(=O)N2CCN(c3ccccc3)CC2)cc1C(N)=O	5	-3	0	5	-5	-3.0	-8	-3.7	1
CCOc1ccc(Cl)cc1/C=C1/C(=O)ON=C1C	8	-3	2	25	-3	-0.9	-1	2.0	1
CCOc1ccccc1NC(=O)CC1NCCNC1=O (stereo unspecified)	-5	2	4	-8	3	-4.5	1	-2.8	8
Cn1c2ccccc2c2nnc(SCC(=O)NCc3ccoc3)nc21	5	1	5	-5	3	-2.0	-2	2.2	1
O=C(Cn1cnc2ccccc2c1=O)N1CCN(Cc2ccccc2)CC1	-4	5	1	9	-8	-2.2	3	-3.0	4
C=CCc1ccc(O)c(-c2cc(CC=C)ccc2O)c1	5	1	3	-12	-15	-0.5	-10	0.0	-1
COc1cc(CNCCc2c[nH]c3ccccc23)ccc1OCc1ccccc1F	-4	-5	-104	14	-7	0.8	22	0.5	-2
Cc1cc(OCC(=O)NCCO)cc(C)c1Cl	-9	0	2	30	-8	0.0	-2	1.4	-3
Cn1nnnc1SC1CC(=O)N(c2ccccc2)C1=O (stereo unspecified)	-40	8	6	18	-3	-2.2	1	1.7	-10
c1ccc2c(c1)nc1n2CCN1CCNC1CCCCC1	0	-2	-10	-6	-10	-2.3	3	-1.3	-2
Cc1cc(C(F)(F)F)nn1CC(=O)NCc1ccco1	3	-1	7	9	-9	-2.6	6	-3.0	-2
COCCn1c(SCC(=O)Nc2cccc(OC)c2)nnc1-c1ccc(Cl)cc1	0	-1	-1	-14	-1	-3.8	-29	-2.9	3
Cc1sc2ncnc(Sc3ccccc3C(=O)Nc3ccccc3Cl)c2c1C	-1	4	8	-6	-13	2.1	0	1.1	-3
Cc1onc(-c2c(Cl)cccc2Cl)c1C(=O)Nc1ccc(Cl)cn1	-16	-1	-9	-5	-2	1.2	-20	3.0	4
CCCCNC(=O)O[C@H]1C[C@@H]2CCN3C(=O)CCC[C@H]([C@H]1CC)[C@H]23	-9	-1	9	3	-10	-2.0	-29	-0.8	6
COc1ccc(C(=O)NCC(=O)N/N=C/c2c(C)[nH]c3ccccc23)cc1	2	-1	-6	4	-6	-0.6	8	0.0	4
Cc1cc(C)cc(NC(=O)c2ccccc2NC(=O)CCC(=O)O)c1	3	-2	1	6	-17	-1.4	-6	-1.9	0
O=C(c1ccc(F)cc1)C1CCN(C(=S)Nc2ccccc2)CC1	-10	3	-3	-19	-18	-2.5	-2	-2.3	2
Cc1c(C(=O)N2CCN(c3ccc(F)cc3)CC2)sc2nc(-c3ccccc3)cn12	-19	-1	-5	10	-20	-1.1	-3	-4.1	-3
Cc1ccc(NC(=O)c2ccc([N+](=O)[O-])o2)c(C)c1	-10	0	0	10	-9	-2.7	1	-2.9	0
O=C(Cn1nnc(-c2cccc(C(F)(F)F)c2)n1)NNS(=O)(=O)c1cccc(C(F)(F)F)c1	-1	1	7	2	1	-2.4	-15	-2.6	10
Cc1ccccc1NC(=O)c1ccc(S(=O)(=O)N(C)C)cc1	5	-3	9	-19	7	-3.7	-11	-2.6	0
Cc1ccc(S(=O)(=O)c2nc(-c3cccs3)oc2NCc2cccnc2)cc1	1	1	-8	7	-20	-2.5	-14	-1.1	0
Cc1cccc(Cn2c(=O)c3c(nc4n3CCN4Cc3ccco3)n(C)c2=O)c1	-4	-5	0	17	-2	-1.0	-22	1.2	0
CCc1nc(SCCO)c2oc3ccccc3c2n1	0	0	-3	-7	-2	-5.8	-8	4.5	0
Cc1cc(S(=O)(=O)N2CCCCC2)c(C)s1	0	6	67*	4	-16	-1.0	-7	-2.7	-2
CCN(CC(=O)Nc1ccc2c(c1)OCCO2)C(=O)/C=C/c1ccc(F)cc1	-1	4	1	19	-4	-3.3	-19	-0.8	3
COCCNC(=O)c1ccc(N2CCC3(CC2)OCCO3)c([N+](=O)[O-])c1	-1	4	-7	-6	1	-2.5	-3	-1.3	4
Cc1nn(C)c(C)c1S(=O)(=O)N(CC(=O)Nc1nccs1)c1ccc(C(C)C)cc1	2	2	-9	1	-1	-3.4	-5	-2.8	8
COc1ccc2oc3cc(C)[n+]([O-])c(-c4ccc(Cl)cc4)c3c2c1	-3	3	11	4	-10	-1.6	-19	-4.0	-2
Cc1cccc(-n2[nH]c3c4c(ccc3c2=O)C(=O)c2ccccc2C4=O)c1	-6	5	4	40	1	-4.2	5	-1.8	-4
COc1cc(NC(=O)c2cccs2)c(OC)cc1NC(=O)Nc1ccc(F)cc1	5	·	-15	14	-4	-1.4	-6	-1.1	6
Cc1ccc(C2=CC(c3ccc(N(C)C)cc3)n3nnnc3N2)cc1 (stereo unspecified)	2	41*	-12	17	-23	-1.1	-15	-0.8	-64
CN(C)c1cccc(C(=O)NCC(c2ccco2)N(C)C)c1 (stereo unspecified)	13	3	-4	2	-9	-1.7	0	-2.3	2
COc1cccc(CNC(=O)Cc2ccc(Br)cc2)c1	0	-3	1	-8	4	-1.4	-6	-3.1	-1
COCCNC(=O)c1cccc(OC2CCN(Cc3ccccc3C)CC2)c1	-4	0	-13	8	2	-2.4	4	-2.3	2
O=C(c1cnccn1)N(c1ccccc1)C1(C(=O)NC2CCCC2)CCCCC1	-11	-1	7	11	-8	-3.2	-27	-3.1	5
CCOc1cc2[nH]c(=O)n(CC3CCC(C(=O)NCCCOC)CC3)c(=O)c2cc1OCC (stereo unspecified)	-6	-4	-4	24	-14	0.1	-2	1.0	-1
O=S(=O)(c1ccc(Cl)cc1)N1CCN=C1SCc1cccnc1	-5	-1	6	9	-1	-0.6	-9	-2.1	0
O=C(CSC1=NCCN1)Nc1cccc([N+](=O)[O-])c1	18	2	6	-17	10	-0.6	3	-1.6	8
Nc1nc(SCC(=O)c2ccc(Oc3ccccc3)cc2)n[nH]1	6	0	-6	23	-1	-2.2	-4	-1.3	1
O=C(CN1CCN(c2ccc(F)cc2)CC1)Nc1cccc(C(F)(F)F)c1	-1	-1	-7	-22	-4	-4.6	-13	-2.5	2
Cc1cccc(N2CCN(C(=O)CCS(=O)(=O)c3ccc4c(c3)NC(=O)CO4)CC2)c1C	5	2	-2	3	-11	-2.8	-51	0.2	4
COC(=O)N1CC(c2ccccc2)CC1=O (stereo unspecified)	-10	2	2	4	-15	-3.0	2	0.9	0
Cc1cccn2c(=O)c(C=NCc3ccco3)c(Nc3ccc(SC(F)F)cc3)nc12	7	-3	6	21	-19	-0.7	-8	2.4	-1
CCN1CCc2c(C#N)c(NCc3ccccc3)nc(NCCO)c2C1	3	6	-9	31	-17	-1.8	6	4.9	3
CC(=O)Nc1cc2c(cc1NC(=O)Cn1nc(-c3ccccc3F)ccc1=O)OCCO2	-4	6	5	18	-4	-4.0	-12	-2.1	3

An excerpt from above in order of length of the SMILES, smallest number first:
SMILES	M18AAP inhibitor	IDE cell inh	NS3 helicase inh	UBC9 SUMO inh	p-CIP stab down	IMP-1 inhibitor	FID counter	VIM-2 inh	IDE act
COC(=O)N1CC(c2ccccc2)CC1=O (stereo unspecified)	-10	2	2	4	-15	-3.0	2	0.9	0
O=C(CSC1=NCCN1)Nc1cccc([N+](=O)[O-])c1	18	2	6	-17	10	-0.6	3	-1.6	8
Nc1nc(SCC(=O)c2ccc(Oc3ccccc3)cc2)n[nH]1	6	0	-6	23	-1	-2.2	-4	-1.3	1
COCCNC(=O)c1cccc(OC2CCN(Cc3ccccc3C)CC2)c1	-4	0	-13	8	2	-2.4	4	-2.3	2
O=C(CN1CCN(c2ccc(F)cc2)CC1)Nc1cccc(C(F)(F)F)c1	-1	-1	-7	-22	-4	-4.6	-13	-2.5	2
Cc1cccn2c(=O)c(C=NCc3ccco3)c(Nc3ccc(SC(F)F)cc3)nc12	7	-3	6	21	-19	-0.7	-8	2.4	-1
CC(=O)Nc1cc2c(cc1NC(=O)Cn1nc(-c3ccccc3F)ccc1=O)OCCO2	-4	6	5	18	-4	-4.0	-12	-2.1	3
CCOc1cc2[nH]c(=O)n(CC3CCC(C(=O)NCCCOC)CC3)c(=O)c2cc1OCC (stereo unspecified)	-6	-4	-4	24	-14	0.1	-2	1.0	-1
Cc1cccc(N2CCN(C(=O)CCS(=O)(=O)c3ccc4c(c3)NC(=O)CO4)CC2)c1C	5	2	-2	3	-11	-2.8	-51	0.2	4

Screening results: PubChem, several laboratories
